SENP1 FRET inh: human SENP1 catalytic domain inhibitors, primary screen, biochemical, FRET, uHTS; Sentrin-specific protease 1 (Homo sapiens), Q9P0U3; recombinant SENP1 catalytic domain, CyPet-SUMO1-YPet FRET cleavage; inhibition, % at 10 µM; 360,000 tested, 0.21% active;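 active = inhibition at least 30% at 10 µM, raw YFP signal under a set limit, fluorescence ratio 0.5 to 1.5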;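 also: 0% = enzyme with DMSO and 100% = no enzyme wells; some results filed as inactive read as strong as hits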
Target sequence (Q9P0U3 419-644 limits assumed): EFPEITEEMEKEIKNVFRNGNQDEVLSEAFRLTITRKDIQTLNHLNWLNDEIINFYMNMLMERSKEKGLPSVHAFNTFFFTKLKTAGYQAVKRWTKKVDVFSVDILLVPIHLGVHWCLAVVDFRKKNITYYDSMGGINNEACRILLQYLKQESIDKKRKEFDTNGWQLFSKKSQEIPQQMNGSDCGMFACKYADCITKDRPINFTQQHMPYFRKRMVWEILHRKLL
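Material – human SENP1 catalytic domain · Input – SENP1 enzyme, 20 pM final · Compound dosing – single concentration of 10 µM compound, 0.5% DMSO final · Timing – enzyme reaction for 50 min at room temperature, dark · Measured by – FRET fluorescence in CFP and YFP emission channels · Control set – no-enzyme wells low, DMSO-plus-enzyme wells high control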
UBC13 inh: UBC13 polyubiquitin chain formation inhibitors, primary screen, biochemical, TR-FRET, uHTS; inhibition, % at 20 µM; 330,000 tested, 0.47% active; Ubiquitin-conjugating enzyme E2 N (Homo sapiens), P61088; in the data active = inhibition above about 45%, passing the limit was not always enough
SENP8 block-1: human SENP8 protease inhibitors, primary screen, biochemical, fluorescence, Nedd8 protein substrate, uHTS | inhibition, % at 20 µM | 360,000 tested, 0.64% active | AID 602440, 2012 | recombinant SENP8; in the data active = inhibition mostly above about 40%, no sharp cut-off; inactive = mostly below about 27%
Target sequence (Q96LD8 whole entry, looked up): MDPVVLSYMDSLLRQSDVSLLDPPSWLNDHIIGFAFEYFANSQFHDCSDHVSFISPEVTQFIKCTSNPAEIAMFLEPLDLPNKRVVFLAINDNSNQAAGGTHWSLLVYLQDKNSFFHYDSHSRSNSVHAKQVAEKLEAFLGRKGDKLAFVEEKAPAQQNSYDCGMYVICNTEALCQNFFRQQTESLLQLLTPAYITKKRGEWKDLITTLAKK
Apaf-1 inh: inhibitors of human Apaf-1 apoptosome, primary screen, biochemical, DEVD-Rh110 fluorescence, uHTS; reconstituted apoptosome caspase-3 activity; inhibition, % at 20 µM; 330,000 tested, 0.71% active; active = inhibition of at least 40% at 20 µM;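 also: plate controls were DMSO wells for no effect and DEVD-CHO caspase inhibitor wells for full effect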
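Material: biochemical Apaf-1 apoptosome reconstitution. Medium: Hepes buffer, pH 7.5. Also added: cytochrome c activation, bis-DEVD rhodamine 110 substrate. Timing: 30 min compound preincubation, 50 min activation, room temperature. Measured by: rhodamine 110 fluorescence at Ex 480/Em 540 nm.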
SENP7 block: SENP7 protease inhibitors, primary screen, biochemical, luminescence, uHTS; recombinant SENP7, Z-RLRGG-aminoluciferin luminescence, 40 min; AID 434973, 2010; inhibition, % at 5 µM; 330,000 tested, 1.5% active;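 active = inhibition above about 50% at the single test dose, limit read from the data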;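 also: plate controls were DMSO with enzyme for no effect and no enzyme buffer wells for full effect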
SENP6 inh: SENP6 protease inhibitors, primary screen, biochemical, luminescence, uHTS; 330,000 tested, 1.8% active; Sentrin-specific protease 6 (Homo sapiens), Q9GZR1; Recombinant SENP6 catalytic domain, aminoluciferin luminescence; inhibition, % at 10 µM; AID 2599, 2010;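 active = inhibition above about 50% at the single tested dose, limit read from the data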;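 also: plate controls were DMSO wells with enzyme for no effect and DMSO wells lacking enzyme for full effect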
Target sequence (Q9GZR1 628-1112 limits assumed): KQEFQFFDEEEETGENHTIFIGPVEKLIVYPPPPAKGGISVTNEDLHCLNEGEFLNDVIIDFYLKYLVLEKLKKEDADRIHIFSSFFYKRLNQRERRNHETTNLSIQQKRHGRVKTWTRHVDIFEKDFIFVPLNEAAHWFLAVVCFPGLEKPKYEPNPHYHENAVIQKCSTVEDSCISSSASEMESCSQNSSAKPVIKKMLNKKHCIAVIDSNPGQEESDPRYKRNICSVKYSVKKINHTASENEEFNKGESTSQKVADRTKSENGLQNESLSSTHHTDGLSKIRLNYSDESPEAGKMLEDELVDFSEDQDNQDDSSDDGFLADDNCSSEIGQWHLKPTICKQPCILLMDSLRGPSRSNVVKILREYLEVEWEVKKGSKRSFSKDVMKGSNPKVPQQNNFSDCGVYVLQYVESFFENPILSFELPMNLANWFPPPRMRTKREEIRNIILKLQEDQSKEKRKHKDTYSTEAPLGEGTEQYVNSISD
SENP8 block-2: SENP8 protease inhibitors, primary screen, biochemical, luminescence; Sentrin-specific protease 8 (Homo sapiens), Q96LD8; purified SENP8, Z-RLRGG-aminoluciferin cleavage; inhibition, % at 10 µM; 330,000 tested, 1.2% active; AID 2540, 2010; in the data active = inhibition above about 50%
A3G deaminase: APOBEC3G DNA deaminase inhibitors, primary screen, biochemical, fluorescence, single-stranded DNA substrate, uHTS. 330,000 tested, 0.28% active. AID 493012, 2011. DNA dC->dU-editing enzyme APOBEC-3G (Homo sapiens), Q9HC16. recombinant A3G, ssDNA deamination FAM/TAMRA fluorescence. inhibition, % at 20 µM;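 active = inhibition of at least 40% at 20 µM, with no more than 30% in the related APOBEC3A deaminase screen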;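 also: plate controls were DMSO wells with A3G for no effect and wells lacking A3G enzyme for full effect; some compounds called inactive have numbers as strong as hits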
An asterisk follows results filed as active.

SMILES	SENP1 FRET inh	UBC13 inh	SENP8 block-1	Apaf-1 inh	SENP7 block	SENP6 inh	SENP8 block-2	A3G deaminase
N#Cc1c(-c2ccc(F)cc2)cc(C2CC2)nc1SCC(=O)c1cccs1	-6	37	-3	8	-3	-2	6	-4
CCOc1ccc(CCNC(=O)Cn2nc(C)c3c(C)n(-c4ccccc4)nc3c2=O)cc1	-3	-5	10	2	5	11	11	-1
CC(C)(c1ccccc1)c1ccc(OCc2ccc(C(=O)O)o2)cc1	5	-3	18	11	12	73*	61*	-4
COc1ccc(Nc2nccc(-c3ccc(C#N)cc3)n2)cc1	2	6	11	3	13	-8	1	-5
O=C(Nc1cc2c3c(c1)CC(=O)N3CCC2)c1c(F)cccc1F	4	7	5	0	-2	1	4	4
O=C(COc1ccccc1)N(Cc1nnc(-c2ccccc2Cl)o1)C1CC1	-1	0	-4	16	8	-1	-4	1
Cc1ccc(CNC(=O)C2CCCN(S(=O)(=O)c3c(C)n[nH]c3C)C2)cc1 (stereo unspecified)	2	4	5	-23	5	-3	-2	2
Cc1ccc(S(=O)(=O)N(CC(=O)N2CCOCC2)c2ccc(Br)cc2)cc1	2	-1	6	1	6	-4	5	-8
Cc1cccc(NS(=O)(=O)c2ccc(C(=O)NCC(c3ccco3)N3CCCCC3)cc2)c1C (stereo unspecified)	-2	1	10	19	-3	-5	5	-4
Cn1c(-c2ccc(Cl)cc2)cnc1NCc1cc2c(cc1[N+](=O)[O-])OCO2	0	21	8	-2	-1	-23	-2	-6
c1ccc2sc(NN=C3CCCCCC3)nc2c1	-2	4	-16	13	83*	91*	81*	0
Nc1cc(S(=O)(=O)Nc2ccc(Br)cc2)ccc1Cl	4	5	19	-2	2	-8	3	0
COc1ccc(-n2c(SCC(=O)Nc3cccc(C(=O)O)c3)nnc2-c2ccco2)cc1	-1	4	11	4	4	-20	-8	-16
C[n+]1cn(CC(O)COCc2ccccc2)c2ccccc21 (stereo unspecified)	-1	0	20	-11	1	6	2	13
COc1ccc(/C(O)=C2/C(=O)C(=O)N(c3ncccn3)C2c2ccc(OC)cc2)cc1 (stereo unspecified)	0	6	-58	-4	-3	9	3	-2
CCOc1ccc(N(CC(=O)N2CCN(C(=O)CN(c3ccc(OCC)cc3)S(C)(=O)=O)CC2)S(C)(=O)=O)cc1	2	4	18	-5	0	15	2	-6
Cc1cccc(CSc2nnc(-c3ccco3)n2C)c1	-1	3	10	-4	-11	-4	-8	-7
CC(C)C[C@H](NC(=O)[C@@H]1Cc2ccccc2CN1)C(=O)Nc1ccc(C(C)C)cc1	0	4	5	11	10	-7	-12	-7
O=c1[nH]nc(N/N=C/c2ccc(Cl)cc2Cl)c(=O)[nH]1	1	5	-78	-20	5	-12	-2	-4
Cc1ncc(CN2CCCC(C(=O)Nc3ccc(-c4cccc(F)c4)cc3)C2)cn1 (stereo unspecified)	0	11	1	5	2	-10	0	-1
O=C(NCCNC(=O)c1ccccn1)c1ccc(Cl)cc1	-1	6	13	0	3	0	0	-7
Cc1noc(NC(=O)c2c(-c3c(Cl)cccc3Cl)noc2C)c1[N+](=O)[O-]	2	-6	24	1	-5	-29	-8	0
O=C(Nc1ccc(F)cc1F)c1ccccc1NC(=O)C1CC=CCC1C(=O)O (stereo unspecified)	0	0	-27	-4	0	-9	2	-2
Cc1cc(-c2csc(NC(=O)c3cccc(S(=O)(=O)N(C)C)c3)n2)c(C)n1-c1ccccc1	25	-16	10	3	4	13	5	-10
COc1ccc(CCNC(=O)c2ccncc2)cc1OC	-1	-2	16	-3	16	-13	-16	-3

Next part, overlapping the part above by two compounds.
SMILES	SENP1 FRET inh	UBC13 inh	SENP8 block-1	Apaf-1 inh	SENP7 block	SENP6 inh	SENP8 block-2	A3G deaminase
Cc1cc(-c2csc(NC(=O)c3cccc(S(=O)(=O)N(C)C)c3)n2)c(C)n1-c1ccccc1	25	-16	10	3	4	13	5	-10
COc1ccc(CCNC(=O)c2ccncc2)cc1OC	-1	-2	16	-3	16	-13	-16	-3
CC(C)c1ccccc1OCCNC(=O)c1cncc(Br)c1	-1	12	9	-1	-5	-2	-2	-5
COc1ccc(-c2nn(-c3ccccc3)cc2/C=N/NC(=O)c2cccc(S(=O)(=O)Nc3ccccc3OC)c2)cc1	-1	-10	-245	-6	-4	-9	-3	-2
Cc1cc(C)nc(SCc2cn3cc(Cl)ccc3n2)n1	0	-1	-22	-5	-3	1	-9	-8
CCCCN(C)CCNS(=O)(=O)c1ccc2c(c1)n(C)c(=O)c(=O)n2C	6	-5	-19	5	1	3	6	-3
O=C(Nc1cccc(Cl)c1)NC1CC2CCC(C1)N2Cc1ccco1 (stereo unspecified)	3	0	17	0	11	14	2	-2
CCCn1c(=O)c2sccc2n2c(CCCC(=O)NCc3ccco3)nnc12	-8	-1	7	-1	-3	-7	1	15
COc1ccc(OC)c(S(=O)(=O)Nc2ccc(CC(=O)O)cc2)c1	0	1	30	-4	1	-9	-9	-6
Oc1ccccc1-c1n[nH]c(=S)n1Cc1ccco1	0	6	2	-18	0	4	3	41*
CN(C)C(/C=C/Nc1ccccc1F)=C(C#N)C#N	0	3	14	0	-1	-8	2	5
CC1=NN(C(=O)c2cccnc2)C(O)(C(F)(F)F)C1 (stereo unspecified)	1	4	18	-10	6	23	7	-2
O=C(CN1C(=O)NC2(CCCCCC2)C1=O)NCCc1ccccc1	-2	3	2	-7	-4	2	6	-8
CC(C)N(C(=O)C[n+]1ccsc1N)c1ccccc1	-1	2	8	-7	0	-10	3	-10
CCOC(=O)C1CCN(C(=O)COc2ccc3c(C)cc(=O)oc3c2)CC1	-2	-5	-469	3	8	-18	1	-10
Cc1cccn2c(=O)c(/C=C(\C#N)S(=O)(=O)c3ccccc3)c(Oc3ccc(Cl)cc3)nc12	-141	-3	-303	7	0	9	0	4
CC(=O)c1ccccc1OCCOCCOc1ccccc1C(C)=O	3	0	7	4	8	-10	1	-4
COc1ccc(N2CCN(C(=O)C(CCSC)N=C3NS(=O)(=O)c4ccccc43)CC2)cc1 (stereo unspecified)	0	-4	18	17	2	-2	6	-3
O=C(CN1CCCCC1)Nc1ccccc1	0	6	12	-4	1	-17	-2	-5
CCCCN(CC)CCCNC(=O)c1cn(C)c(=O)c2c1c1ccccc1n2C	1	12	-278	5	-3	7	-8	-2
CN(CC(=O)NC1CCCc2ccccc21)S(=O)(=O)c1ccc2c(c1)c(=O)n(C)c(=O)n2C (stereo unspecified)	3	10	0	2	-2	-5	5	-7
Cc1ccc2c(c1)=C(c1ccccc1)N(O)CC(=O)N=2	-1	2	12	1	-11	3	-13	5
COc1ccc(/C=C(\C#N)C(=O)OCC(=O)Nc2c(C)cccc2C(C)C)cc1	0	-12	-8	8	-8	-23	-8	-3
CCN(CC)c1ccc(NC(=O)c2ccccc2Br)cc1S(=O)(=O)Nc1ccccc1OC	2	-4	13	17	7	12	5	34
CC1O[C@@H](OC2C(COC3OC(CO)C(O)[C@H](O)C3O)OC(OC3CC[C@]4(C)C(CC[C@@]5(C)[C@@H]4CC=C4[C@@H]6CC(C)(C)CC[C@]6(CO)C(O)C[C@]45C)C3(C)C)C(O)C2O)C(O)C(O)C1O (stereo partly specified)	-3	16	11	4	-2	0	-1	-6
Cc1ccc(N2C(=O)c3n[nH]c(C)c3C2c2ccccn2)cc1 (stereo unspecified)	1	7	16	-10	-8	12	4	-4
COc1ccc2c(c1)-c1c(ssc1=S)C(C)(C)N2S(=O)(=O)c1ccc(C)cc1	3	-13	6	12	-3	1	-7	-9

Compound profiles (already shown):
Listed for O=C(Nc1cccc(Cl)c1)NC1CC2CCC(C1)N2Cc1ccco1 (stereo unspecified) = SENP1 FRET inh = 3; UBC13 inh = 0; SENP8 block-1 = 17; Apaf-1 inh = 0; SENP7 block = 11; SENP6 inh = 14; SENP8 block-2 = 2; A3G deaminase = -2
Listed for CCCCN(C)CCNS(=O)(=O)c1ccc2c(c1)n(C)c(=O)c(=O)n2C = SENP1 FRET inh = 6; UBC13 inh = -5; SENP8 block-1 = -19; Apaf-1 inh = 5; SENP7 block = 1; SENP6 inh = 3; SENP8 block-2 = 6; A3G deaminase = -3
Listed for CCOC(=O)C1CCN(C(=O)COc2ccc3c(C)cc(=O)oc3c2)CC1 = SENP1 FRET inh = -2; UBC13 inh = -5; SENP8 block-1 = -469; Apaf-1 inh = 3; SENP7 block = 8; SENP6 inh = -18; SENP8 block-2 = 1; A3G deaminase = -10

The results go on.
SMILES	SENP1 FRET inh	UBC13 inh	SENP8 block-1	Apaf-1 inh	SENP7 block	SENP6 inh	SENP8 block-2	A3G deaminase
COC(=O)c1sccc1NC(=O)C1CC2CCC1C2 (stereo unspecified)	0	2	18	5	-3	-20	-6	-4
CC(C)C[C@@H](COc1ccccc1)N1CCN(C)CCC1=O	2	-2	7	0	1	3	13	-3
COc1cccc(NS(=O)(=O)CC23CCC(CC2=O)C3(C)C)c1 (stereo unspecified)	-3	2	15	15	-2	-10	-1	1
N/C(=N\OC(=O)c1ccc(Cl)cc1Cl)c1ccccc1	0	0	18	1	99*	101*	93*	0
Cc1ccc(Nc2nc3ccccc3[nH]2)nc1	-1	1	20	7	42	48	6	-4
COc1ccc(/C=N/NC(=O)c2ccc(Br)cc2)cc1CN1CCOCC1	-3	-6	-65	-8	3	-1	4	0
Cc1ccc(S(=O)(=O)NCCC(=O)Nc2ccc(Cl)c(Cl)c2)cc1C	-2	2	23	25	-3	-9	-2	-1
Cc1ccc(-c2nnc(Nc3ccc(CC(N)=O)cc3)c3ccccc23)cc1S(=O)(=O)NCC1CCCO1 (stereo unspecified)	-4	-7	-159	-10	5	11	3	-4

An excerpt from above in order of the SENP7 block value, largest number first:
SMILES | SENP7 block
N/C(=N\OC(=O)c1ccc(Cl)cc1Cl)c1ccccc1 | 99*
Cc1ccc(Nc2nc3ccccc3[nH]2)nc1 | 42
Cc1ccc(-c2nnc(Nc3ccc(CC(N)=O)cc3)c3ccccc23)cc1S(=O)(=O)NCC1CCCO1 (stereo unspecified) | 5
COc1ccc(/C=N/NC(=O)c2ccc(Br)cc2)cc1CN1CCOCC1 | 3
CC(C)C[C@@H](COc1ccccc1)N1CCN(C)CCC1=O | 1
COc1cccc(NS(=O)(=O)CC23CCC(CC2=O)C3(C)C)c1 (stereo unspecified) | -2
Cc1ccc(S(=O)(=O)NCCC(=O)Nc2ccc(Cl)c(Cl)c2)cc1C | -3

Records listed so far shown as hits in A3G deaminase:
Molecule | SENP1 FRET inh | UBC13 inh | SENP8 block-1 | SENP7 block | SENP6 inh | A3G deaminase
Oc1ccccc1-c1n[nH]c(=S)n1Cc1ccco1 | 0 | 6 | 2 | 0 | 4 | 41*

Screening results: PubChem BioAssay, Sanford-Burnham Center for Chemical Genomics
